From PubChem
CRFR2-BP ag – agonists of CRF-BP/CRF-R2 complex, primary screen, cell-based, HEK293, calcium dye fluorescence, uHTS | CRF-binding protein / CRF receptor 2 complex (human) | calcium dye fluorescence (FLIPR); percent of saturating CRF peptide response | activation, % at 13.2 µM | 0.46% of 350,000 active | AID 588473, 2011;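 active = activation of at least 50%, plus an integration ratio under a set limit after plate pattern correction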;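 also: plate controls were neutral control wells without compound for no effect and CRF at EC100 for full effect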
CRFR2-BP antag – antagonists of CRF-BP/CRF-R2 complex, primary screen, cell-based, HEK293, calcium dye fluorescence, uHTS. 0.59% of 350,000 active. CRF-induced calcium fluorescence. inhibition, % at 11.8 µM;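 active = inhibition of the ligand-induced calcium signal above about 50% at the single tested concentration, limit read from the data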
M4 PAM – human M4 muscarinic receptor positive allosteric modulators, primary screen, CHO-K1 cells, Fluo-8 calcium fluorescence | Muscarinic acetylcholine receptor M4 (Homo sapiens), P08173 | CHO-K1 hM4/Gqi5, ACh EC20; 0% = ACh EC20, 100% = maximal ACh | activation, % at 3 µM | 0.4% of 360,000 active | AID 624126, 2012;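 active = activation above its plate's cutoff, the mean activation of sample wells plus 3 SD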; also: some results filed as inactive read as strong as hits
Target sequence (P08173 whole entry, looked up): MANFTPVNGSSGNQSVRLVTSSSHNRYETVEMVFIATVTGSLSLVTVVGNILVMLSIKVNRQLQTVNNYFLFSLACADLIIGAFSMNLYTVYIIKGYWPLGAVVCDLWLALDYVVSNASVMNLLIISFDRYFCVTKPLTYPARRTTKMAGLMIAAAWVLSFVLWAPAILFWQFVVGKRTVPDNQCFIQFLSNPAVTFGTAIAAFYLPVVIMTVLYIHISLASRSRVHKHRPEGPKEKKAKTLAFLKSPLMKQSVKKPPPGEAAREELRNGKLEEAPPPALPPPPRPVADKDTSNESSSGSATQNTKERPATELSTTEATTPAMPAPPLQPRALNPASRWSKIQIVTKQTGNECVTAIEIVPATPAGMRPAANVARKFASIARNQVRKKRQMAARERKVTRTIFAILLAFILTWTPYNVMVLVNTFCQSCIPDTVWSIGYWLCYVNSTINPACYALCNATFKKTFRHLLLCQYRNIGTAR
MEKK3 PB1 HTS – modulators of MEKK3-MEK5 PB1 binding, primary screen, biochemical, wildtype MEKK3, multiplex bead flow cytometry, Alexa488-MEK5; Mitogen-activated protein kinase kinase kinase 3 (Homo sapiens), Q99759; bead-based flow cytometry, Alexa488-MEK5 binding to MEKK3; actives lie on both sides; 0 = blocked by unlabeled MEK5, 100 = vehicle; binding response (% of control), % at 10 µM; 1.4% of 290,000 active; AID 1529, 2009;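 active = binding response more than 3 SD above or below the average of its plate-row segment, actives on both sides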;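 also: Alexa488 bead fluorescence after subtracting the streptavidin-only scavenger bead signal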
PHOSPHO1 inh – PubChem AID 1565. Phosphoethanolamine/phosphocholine phosphatase (Homo sapiens), Q8TCT1. recombinant PHOSPHO1, absorbance phosphatase assay. inhibition, % at 13.3 µM. 1.1% of 290,000 active; in the data active = inhibition above about 60%
Target sequence (Q8TCT1 whole entry, looked up): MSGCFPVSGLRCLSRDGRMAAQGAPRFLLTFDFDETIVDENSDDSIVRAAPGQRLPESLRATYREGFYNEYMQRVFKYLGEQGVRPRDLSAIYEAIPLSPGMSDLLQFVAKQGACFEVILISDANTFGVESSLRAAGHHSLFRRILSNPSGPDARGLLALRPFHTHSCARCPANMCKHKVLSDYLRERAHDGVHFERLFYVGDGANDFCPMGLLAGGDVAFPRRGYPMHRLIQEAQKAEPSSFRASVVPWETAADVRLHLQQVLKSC
IDE inh – human IDE inhibitors in live cells, primary screen, fluorescence polarization, HEK cells, FAbetaB substrate; Insulin-degrading enzyme (Homo sapiens), P14735; FAbetaB cleavage; inhibition, % at 5.59 µM; 0.41% of 320,000 active;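 active = percent inhibition above the average of all tested compounds plus 3 SD, set per screening campaign, cut at about 16% in these data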;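 also: IDE supplied by intact live HEK cells; FP after avidin binding of uncleaved biotin substrate so inhibition keeps polarization high; 0% = DMSO wells and 100% = 60 µM reference IDE inhibitor Ii1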
p-CIP stab down – p/CIP-EGFP fusion destabilizers, primary screen, fluorescence, F442A cells | 16 h | decrease of EGFP signal, % at 10 µM | 0.01% of 290,000 active | AID 1984, 2009;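 active = EGFP signal decrease of at least 30% at 10 µM or well 3 SD below plate mean, unless failing retest; inactive = the rest, including hits failing retest or dose response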; also: some compounds called inactive have numbers as strong as hits; many of its hits are not listed in these tables
GalR3 antagonist – GalR3 antagonists in HEK293 cells, primary screen, cell-based, fluorescence readout; AID 651719, 2012; inhibition, % at 3 µM; Galanin receptor type 3 (Homo sapiens), O60755; 0.44% of 360,000 active; HEK293 GalR3-CNG cAMP membrane potential fluorescence; galR3 body fused to GalR1 C-terminus;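 active = inhibition above the screen-wide average plus 3 SD, cut at about 13% in these data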;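 also: forskolin and galanin both at EC90 stimulate the cells; cAMP rise reported by CNG channel membrane potential dye signal; 0% = forskolin plus galanin with DMSO and 100% = forskolin alone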
Target sequence (O60755 1-299 limits assumed): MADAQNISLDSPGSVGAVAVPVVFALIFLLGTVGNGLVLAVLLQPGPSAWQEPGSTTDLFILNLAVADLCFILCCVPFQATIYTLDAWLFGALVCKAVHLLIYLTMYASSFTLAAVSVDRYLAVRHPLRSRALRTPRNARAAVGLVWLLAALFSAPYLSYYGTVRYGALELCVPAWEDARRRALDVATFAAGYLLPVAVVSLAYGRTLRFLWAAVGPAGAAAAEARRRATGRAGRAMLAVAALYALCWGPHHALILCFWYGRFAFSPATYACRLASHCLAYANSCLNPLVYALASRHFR
IDE act – human IDE activators in live cells, primary screen, fluorescence polarization, HEK cells, FAbeta-B substrate | activation, % at 5.96 µM | 0.073% of 340,000 active | Insulin-degrading enzyme (Homo sapiens), P14735 | FAbeta-B cleavage; 0% vehicle, 100% cell-free pure enzyme wells;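 active = activation above the mean of all tested compounds plus 3 SD, set per screening campaign, cut at about 17% in these data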
* hit, by the source's call; / = no result given; [ ] = remark or other dose. Compounds were not picked by outcome. About 4.2% of those tested had a hit in this group.

CRFR2-BP antag,GalR3 antagonist,IDE inh,CRFR2-BP ag,PHOSPHO1 inh,M4 PAM,p-CIP stab down,MEKK3 PB1 HTS,IDE act,Compound
-3,-1,3,15,/,-9,/,/,8,CC(OC(=O)c1cc(Br)ccc1O)C(=O)Nc1ccc(S(=O)(=O)N2CCCC2)cc1 (stereo unspecified)
-7,/,1,0.9,/,0,/,/,7,CN(C)C/C=C/C(=O)Nc1cccc(-c2c[nH]c3ncnc(Oc4ccc(NC(=O)CC(=O)Nc5ccc(F)cc5)cc4F)c23)c1
3,-2,4,-3.6,4,-14,-18,98,7,O=C(c1ccco1)N1CCN(CC2CC3C=CC2C3)CC1 (stereo unspecified)
19,-2,-2,-1.6,2,2,-4,82,6,COCCNC(=O)c1ccccc1NC(=O)CCSc1ccccc1
23,24*,2,-1.7,-3,0,-10,103,4,CCCN(CCC)C1=CC(=[N+]2CCCC2)CC(C)(C)C1
29,-5,-4,3.4,-5,1,0,102,1,CCC(=O)Oc1cccc(C(=O)Nc2ccc(-c3nnc(-c4ccco4)o3)cc2)c1
-1,-6,6,0.5,/,7,/,/,-1,COc1ccccc1OCCNC(=O)C1CC(=O)N(c2ccccc2OC)C1 (stereo unspecified)
-4,/,7,-2.5,-6,-14,0,101,-5,O=C(c1cc(-c2ccc(O)cc2)on1)N1CCN(c2ccc(F)cc2)CC1
0,-1,0,1.6,/,9,/,/,3,COc1cc(OC)cc(C(=O)NNC(=O)Cc2cccs2)c1
/,/,2,/,13,/,10,99,/,COc1ccc(Oc2coc3cc(OCC(=O)N4CCCCC4)ccc3c2=O)cc1
-4,-2,-1,6.1,20,9,-14,98,5,CCCOc1ccc(C(C)=O)cc1CSc1nc(O)cc(=O)[nH]1
3,8,9,1.0,-1,3,9,106,-1,COc1cc(=O)n(C)c2c(OCC3OC(C)(C)OC3(C)C)cccc12 (stereo unspecified)
-17,-6,/,3.1,/,2,/,/,1,CCN(CC)CCC(O)(c1ccc2c(c1)OCO2)c1cc(OC)c(OC)c(OC)c1 (stereo unspecified)
3,-8,-2,0.2,-2,8,8,98,4,COC(=O)c1ccc([C@H]2CC(=O)O2)cc1
-2,-6,3,-0.1,18,5,6,104,0,Cc1cc(OC(C)C(=O)NCC2CCC(C(=O)O)CC2)c2c(C)c(C)c(=O)oc2c1 (stereo unspecified)
8,-1,4,-2.8,-2,-8,-4,124,1,O=C(Nc1nc2nccc(-c3ccccc3)n2n1)c1ccc(F)cc1
12,-5,0,-0.8,19,-3,3,102,2,Cc1nc(-c2ccc3c(c2)OCCO3)cs1
11,-6,3,-0.6,5,1,-8,97,-5,CCC(C)n1c(SCC(=O)Nc2cc(C(C)(C)C)nn2-c2ccccc2)nc2ccccc2c1=O (stereo unspecified)
2,-1,1,-1.5,-44,1,-8,103,3,CCCCN(C(=O)c1ccco1)c1nnc(-c2cc(OC)c(OC)c(OC)c2)s1
11,4,-1,-0.5,4,5,-5,108,1,CCOc1ccc(-c2c(C)n([O-])c3c([n+]2=O)CCCC3)cc1
-2,/,3,0.8,74*,-12,-4,104,6,Cc1cccc2cc3c(nc12)SC(=NCC1CCCO1)N(Cc1ccco1)C3 (stereo unspecified)
-28,2,9,1.7,-10,5,-8,95,1,O=S(=O)(NC1=NCCC1)c1cccc(NS(=O)(=O)c2ccc(OC(F)(F)F)cc2)c1
5,-7,0,0.2,/,12,/,/,-5,CON(C)C(=O)CCN(Cc1ccccc1)C(=O)OC(C)(C)C
-1,-3,4,-0.6,28,6,0,101,4,CCc1ccc(NC(=O)C(=O)NCC2CCCO2)cc1 (stereo unspecified)

Entries of single compounds as entered above. Values in the order: CRFR2-BP antag, GalR3 antagonist, IDE inh, CRFR2-BP ag, PHOSPHO1 inh, M4 PAM, p-CIP stab down, MEKK3 PB1 HTS, IDE act
`O=C(c1ccco1)N1CCN(CC2CC3C=CC2C3)CC1` (stereo unspecified) as listed: 3, -2, 4, -3.6, 4, -14, -18, 98, 7
`COc1ccccc1OCCNC(=O)C1CC(=O)N(c2ccccc2OC)C1` (stereo unspecified) as listed: -1, -6, 6, 0.5, /, 7, /, /, -1
`COc1cc(=O)n(C)c2c(OCC3OC(C)(C)OC3(C)C)cccc12` (stereo unspecified) as listed: 3, 8, 9, 1.0, -1, 3, 9, 106, -1
`CON(C)C(=O)CCN(Cc1ccccc1)C(=O)OC(C)(C)C` as listed: 5, -7, 0, 0.2, /, 12, /, /, -5
`Cc1cc(OC(C)C(=O)NCC2CCC(C(=O)O)CC2)c2c(C)c(C)c(=O)oc2c1` (stereo unspecified) as listed: -2, -6, 3, -0.1, 18, 5, 6, 104, 0

Other results.
CRFR2-BP antag,GalR3 antagonist,IDE inh,CRFR2-BP ag,PHOSPHO1 inh,M4 PAM,p-CIP stab down,MEKK3 PB1 HTS,IDE act,Compound
4,-8,3,-1.9,/,4,/,104,-1,CSc1ncc(CNc2cc([N+](=O)[O-])ccc2C)c(N)n1
-3,/,-1,2.0,-6,-3,3,96,-3,CCOC(=O)N1CCC(NC(=O)c2ccc3snnc3c2)CC1
-10,-13,7,0.5,-3,-8,0,104,1,Nc1ccccc1C(O)(Cc1ccccc1)c1ccccc1 (stereo unspecified)
27,-3,2,0.2,27,3,-10,104,5,O=C(c1cccc(Oc2c(Cl)cccc2[N+](=O)[O-])c1)N1CCOCC1
5,-8,-11,-1.8,-44,4,-9,101,3,O=C1NC2=C(C(=O)OC2)C(c2ccc(OC(F)(F)F)cc2)N1 (stereo unspecified)
-3,-6,5,-1.6,6,-8,-12,104,3,COC(=O)c1cc2sccc2n1Cc1ccc(C)cc1
0,-2,3,-0.6,4,-3,-14,100,4,O=C1c2ccccc2C(=O)N1CCc1csc(-c2cccc(Cl)c2)n1
-7,/,2,-0.5,/,-2,/,112,1,NC(=Nc1ccccc1)NC(=O)c1nc(Cl)c(N)nc1N
-4,-10,6,0.8,-8,5,3,98,0,CN1C(=O)/C(=C\c2ccncc2)SC1=Nc1ccccc1
18,0,7,2.9,1,2,-8,94,-10,COc1ccc(/C=N\NC(=O)c2cc(O)c(O)c(O)c2)cc1CN1CCN(c2ccc(F)cc2)CC1
7,-1,-5,-0.3,34,1,-3,100,-2,Cc1coc2cc3oc(=O)c(CCC(=O)NCCN4CCOCC4)c(C)c3cc12
5,1,4,-1.3,-4,2,-3,100,-3,Cc1ccc(NC(=S)NNC(=O)c2nn(C)cc2Cl)cc1
15,-3,/,-0.5,5,6,-2,2.0*[inhibitor],-5,Cc1ccc2cc(CN(CCN3CCOCC3)Cc3nnnn3Cc3ccco3)c(=O)[nH]c2c1C
-4,1,-2,0.4,13,15,-14,106,-1,O=C(/C=N/O)NCC1CCNCC1
7,-4,2,0.4,12,-11,-10,98,4,C=CCc1cc(Cl)ccc1OCCNCCN1CCOCC1
14,-9,-4,-1.3,16,12,0,101,-3,COc1ccccc1N1C(=O)c2ccc(C(=O)Nc3ccccc3O)cc2C1=O
14,3,3,-0.8,28,0,-8,138*,1,CCCCC1=C([O-])C2N=CC=CC2=[N+](c2ccccn2)C1=O (stereo unspecified)
-1,-7,3,0.6,-16,-11,7,76,-8,Cc1ccc(NC(=O)CSc2ncc3ccccn23)cc1C
-15,-1,2,2.1,22,-2,-5,106,-1,CC(C)C[C@H](NC(=O)N1CCn2c1nc1ccccc12)C(=O)NCc1ccc2c(c1)OCO2
2,-2,-6,1.0,4,-4,10,105,9,CCn1c(SCC(=O)N2CCOCC2)nnc1-c1cccs1
-102,-3,-2,22,6,-15,-2,133*,13,CCCCCCCCCCCCCCCC[n+]1cccc2ccccc21
4,-6,3,-1.6,34,-1,10,104,0,Cc1ccc(-n2nc3c(=O)n(CC(=O)NCc4ccccc4Cl)nc(C)c3c2C)cc1
/,-6,1,/,/,6,/,/,5,CC1CCN(C(=O)c2ccc(-c3ccccc3Cl)o2)CC1
8,-3,0,-0.7,41,8,-6,100,-2,COC(CN1C(=O)C(=O)/C(=C(/O)c2ccccc2)C1c1ccccn1)OC (stereo unspecified)
-2,/,0,-5.6,41,7,-1,91,-3,COc1ccc(N(CC(=O)NCc2ccco2)S(=O)(=O)c2ccc(C)cc2)cc1
3,-4,2,1.4,-19,-10,-9,94,1,O=c1c2ccccc2[nH]c2ccc(F)cc12
-2,-1,16,0.7,27,-5,1,102,-6,Cc1cnc(C(=O)N2CCN(c3ccc(C(F)(F)F)cn3)CC2)cn1
-31,-6,0,1.6,-7,-6,-2,82,4,O=C(NC(=S)Nc1ccccn1)c1cncc(Br)c1
-11,-2,0,0.6,0,-2,-5,102,2,CN1CCN(S(=O)(=O)c2ccc(Sc3nnc(-c4cccs4)n3-c3ccccc3)nc2)CC1
9,-4,6,-2.2,10,14,0,99,3,COC(=O)CN1C(=O)[C@H]2[C@@H](c3ccc(C)o3)N3C(=O)CN(CCO)C(=O)[C@@]3(C)[C@H]2C1=O
-59,-4,-5,2.0,-6,8,-14,95,-2,O=[N+]([O-])c1cc(-c2cnc3ccccc3n2)ccc1Oc1ccc(F)cc1
12,-2,5,6.2,11,5,1,93,-2,O=C(CSCSCC(=O)NCC1CCCO1)NCC1CCCO1 (stereo unspecified)
3,1,1,-2.1,-6,-2,-5,105,7,Cc1cc(C(=O)N2CCCCCC2)cs1
7,-11,-11,-0.9,35,-9,-2,99,0,COc1ccc(OC)c(NC(=O)CN(Cc2ccc(F)cc2)C2CCCCC2)c1
15,5,3,3.5,-23,-3,-7,101,-1,O=C(Nc1ccc(Cl)cc1)Nc1nnc(-c2ccncc2)s1
-5,-3,0,-1.4,-11,-14,6,137*,-2,Fc1ccccc1-c1csc(=Nc2cccnc2)n1CCCn1ccnc1
4,-4,11,-0.9,-3,-1,-2,93,1,O=C(Oc1cccc(OC(=O)N2CCCCC2)c1)N1CCCCC1
22,1,1,-1.4,-13,-5,-10,98,4,COc1cc(NS(=O)(=O)c2ccc3c(c2)oc(=O)n3C)cc(OC)c1OC
9,-9,1,2.4,60,-5,2,102,2,COc1ccc(C(CNC(=O)Cc2ccc3ccccc3c2)N(C)C)cc1 (stereo unspecified)
12,3,-2,-0.6,-17,1,-1,98,8,COc1ccc(N2CCN(C(CNC(=O)C(C)(C)C)c3ccco3)CC2)cc1 (stereo unspecified)
3,-2,-4,1.4,27,3,-16,96,0,O=C(NCCCN1CCCC1=O)c1cc(S(=O)(=O)N2CCOCC2)ccc1Cl
-5,-6,5,-0.8,-2,16,-10,108,7,O=C(O)c1cccc(CN2C(=O)S/C(=C/c3cccc([N+](=O)[O-])c3)C2=O)c1
7,-8,-1,-0.6,19,7,-12,103,-2,COc1ccc(CCNc2ncccc2C#N)cc1OC
3,-8,5,0.2,20,-5,-5,101,3,CC1(C)C2CC[C@]1(C)C(=O)N(CCCCN1CCN(c3ccccn3)CC1)C2=O
14,-5,0,1.5,/,-4,/,/,-3,O=C(c1ccco1)N1CCN(C(=O)c2ccccc2OCc2ccccc2)CC1
14,-2,2,0.8,/,0,/,/,3,CCCCN1C(=O)C(=O)N(CC(=O)c2cc(C)n(-c3cc(C)on3)c2C)C1=O
4,-8,5,0.6,15,-19,-7,107,1,CC(C)Oc1cccc(C(=O)C2CCCN(Cc3cccn3-c3ccccn3)C2)c1 (stereo unspecified)
